High-throughput results: PubChem BioAssay, National Center for Advancing Translational Sciences (NCATS)
HCMV antiviral: blocks human cytomegalovirus replication; AID 1259415; HFF cells, HCMV-luciferase reporter, 72 h; stronger effect = lower value; activity change, negative = inhibition, % at 57.5 µM; 410,000 tested, 4.5% active; in the data active = activity change below about -60%; inconclusive = no clear call, values can overlap the other calls; inactive = above about -39%
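Two compound doses tested in HFFs infected with HCMV-luciferase, MOI 1 PFU/cell, 72 h at 37C. Lysate luminescence read with OneGlo; data normalized against buffer-only and 10uM Salinomycin inhibitor controls.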
Sm TGR inh: blocks Schistosoma mansoni thioredoxin glutathione reductase; 360,000 tested, 3% active; Potency, µM (highest dose often 114 µM), for inactives: top-dose activity change, negative = inhibition, usual class: inhibitors; purified TGR, DTNB reduction, TNB absorbance 405 nm; also: potency is read from the fitted curve at half-maximal effect; nearly all actives have a fitted effect of over 60% in size
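TGR 20 nM + NADPH 100 uM (dispensed conc.), cpd preinc 15 min RT; start with NADPH (500 uM addition) then DTNB (15 mM addition). Kinetic TNB absorbance, 405 nm filter. Four-parameter Hill fit across titration.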
TbPYK inhibitor: T. brucei pyruvate kinase inhibition; Q57TT1; TbPYK enzyme, Kinase-Glo Plus ATP luminescence, 45 min; Potency, µM (highest dose often 76.8 µM), for inactives: at the highest dose activity, negative = inhibition, actives largely listed as inhibitors; 410,000 tested, 0.12% active; AID 624173; also: potency is read from the fitted curve at half-maximal effect; nearly all actives have a fitted effect of over 50% in size
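TbPYK + substrate in 50 mM TEA pH 7.2, 100 mM KCl, 10 mM MgCl2, 0.05% BSA, 0.01% Tween-20; cpd pinned; ADP 130 uM final; 45 min RT; Kinase-Glo Plus 10 min; luminescence endpoint.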
LmPK inh: blocks Leishmania mexicana pyruvate kinase activity; Potency, µM (titrated, usually from 57.5 µM), for the others: at the highest dose activity change, negative = inhibition, most hits filed as inhibitors; purified LmPK, Kinase-Glo ATP luminescence, 1 h; 290,000 tested, 0.37% active; Q27686; also: potency is read from the fitted curve at half-maximal effect
Target sequence (Q27686 whole entry, looked up): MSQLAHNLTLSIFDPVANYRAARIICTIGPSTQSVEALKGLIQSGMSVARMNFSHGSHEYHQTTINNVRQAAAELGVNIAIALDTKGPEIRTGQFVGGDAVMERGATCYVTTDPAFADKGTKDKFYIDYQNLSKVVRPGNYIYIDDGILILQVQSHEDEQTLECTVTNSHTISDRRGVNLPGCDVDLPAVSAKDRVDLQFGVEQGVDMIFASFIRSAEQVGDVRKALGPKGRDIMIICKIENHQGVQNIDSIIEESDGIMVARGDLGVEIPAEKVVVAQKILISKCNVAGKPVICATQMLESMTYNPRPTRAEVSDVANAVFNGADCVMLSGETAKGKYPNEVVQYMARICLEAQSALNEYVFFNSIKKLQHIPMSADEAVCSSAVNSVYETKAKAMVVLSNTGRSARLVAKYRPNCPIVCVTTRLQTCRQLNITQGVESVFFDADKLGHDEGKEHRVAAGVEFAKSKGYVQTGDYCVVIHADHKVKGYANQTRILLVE
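ATP generated from ADP (0.1 mM) and PEP (0.5 mM) by 0.1 nM LmPK over 1 h at room temperature (pH 7.2 imidazole buffer) was detected by coupled luciferase luminescence. Values were normalized to uninhibited and no-enzyme wells.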
AmpC no deterg: AmpC beta-lactamase inhibition without detergent | AID 485341 | Potency, µM (series often up to 57.1 µM), without a hit: at the top dose activity change, negative = inhibition, usual class: inhibitors | AmpC nitrocefin hydrolysis, absorbance 480 nm, 0.0001% Triton | 330,000 tested, 0.52% active;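 also: potency is read from the fitted curve at half-maximal effect; plate controls were no compound for no effect and no enzyme for full effect; nearly all actives have a fitted effect of over 20% in size; some results filed as inactive show a strong effect at the top dose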
Target sequence (P00811 whole entry, looked up): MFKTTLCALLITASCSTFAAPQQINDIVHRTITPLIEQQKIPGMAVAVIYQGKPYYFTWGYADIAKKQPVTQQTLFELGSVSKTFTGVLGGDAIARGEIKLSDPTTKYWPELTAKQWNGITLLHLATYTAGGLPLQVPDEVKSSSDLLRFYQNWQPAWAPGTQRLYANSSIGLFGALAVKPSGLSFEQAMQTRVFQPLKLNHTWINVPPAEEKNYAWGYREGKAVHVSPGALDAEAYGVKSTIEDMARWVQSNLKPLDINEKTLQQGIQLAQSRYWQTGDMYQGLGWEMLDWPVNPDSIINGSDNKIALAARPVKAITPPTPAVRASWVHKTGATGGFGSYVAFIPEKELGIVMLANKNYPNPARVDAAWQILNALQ
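20 mM phosphate pH 7.0 + 0.01% (detergent screen) or 0.0001% Triton X-100; 5.3 nM AmpC reagent; cpd preinc 15 min RT; nitrocefin (800 uM stock) to start; A480 q20 s × 4 min; Activity was normalised to no-enzyme and no-compound control wells.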
AmpC detergent: AmpC beta-lactamase inhibition with detergent present. Potency, µM (highest dose often 114 µM), inactives show top-dose activity change, negative = inhibition, hits mostly inhibitors. P00811. AmpC hydrolysis of nitrocefin, absorbance 480 nm, 0.01% Triton. 370,000 tested, 0.041% active;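 also: potency is read from the fitted curve at half-maximal effect; 0% = no-compound wells and -100% = no-enzyme wells; nearly all actives have a fitted effect of over 25% in size; some results filed as inactive show a strong effect at the top dose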
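AmpC (5.3 nM in the dispensed reagent) in 20 mM phosphate pH 7.0 with 0.01% (detergent screen) or 0.0001% Triton X-100 was preincubated with compounds for 15 min at room temperature. Nitrocefin was then added from an 800 uM solution, and hydrolysis was followed at 480 nm.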
AMA1-RON2 inh: AMA1-RON2 (P. falciparum) interaction inhibition. AlphaScreen AMA1-biotinylated RON2 peptide binding. Potency, µM (series often up to 58.2 µM), for the others: top-dose activity change, negative = inhibition, actives largely listed as inhibitors. 360,000 tested, 0.2% active;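 also: potency is read from the fitted curve at half-maximal effect; 0% = vehicle wells and -100% = peptide control; nearly all actives have a fitted effect of over 45% in size; some results filed as inactive show a strong effect at the top dose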
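AMA1 (3D7) with his tag at 25 nM final met compounds first, then biotinylated RON2 peptide at 25 nM; detection used donor plus acceptor beads, 10 µg/mL apiece, read by AlphaScreen after 30 min at room temperature.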
* = called active by the depositor; u = inconclusive; x = no result given; [ ] = another dose, or the depositor's remark. Unless noted, calls follow the shape of the dose curve; as a rule, active = well fitted curve in the direction sought with a large enough effect; inconclusive = small, poorly fitted or top-dose-only effect, or another doubt; inactive = no such curve, though single readings can be large; an effect the other way counts as inactive or inconclusive. Unless noted, % is scaled to controls: 0 for no effect and ±100 for the full control effect. Compounds were not picked by outcome; any-hit rate near 7.4%.

smiles,HCMV antiviral,Sm TGR inh,TbPYK inhibitor,LmPK inh,AmpC no deterg,AmpC detergent,AMA1-RON2 inh
O=S1(=O)N=C(N(CCO)/N=C/c2ccccc2)c2ccccc21,-37,8%,6%,6%[11.5 µM],-27%,-5%,-4%
O=c1ccn(Cc2ccccc2)c(=O)n1Cc1ccccc1,-16,-1%,1%,1%,-11%,-9%,-13%
O=C(COC(=O)Cc1ccccc1F)NCc1ccc(Cl)cc1,1,x,6%,x,-7%,x,4%
C[C@H](O)[C@@H]1C(=O)N2CCc3ccc(-c4ccccc4)cc3[C@@H]2C[C@@H]1N(C)C(=O)Nc1cc(Cl)cc(Cl)c1,25,x,0%,x,x,x,-17%
CC1CN(S(=O)(=O)c2cccc(C(=O)Nc3cc(Cl)ccc3N3CCOCC3)c2)CC(C)O1 (stereo unspecified),u,-7%,0%,x,81%[activator],-10%,-11%
COc1ccc(Br)cc1CN(C)CC(=O)Nc1cc(Cl)ccc1Cl,u,6%,-4%,1%,-11%,-6%,14%
Cc1ccc(N2CC(C(=O)NCc3ccco3)CC2=O)cc1Cl (stereo unspecified),-38,-33%,-21%,-7%,64%[activator],8%,0%
NC(=O)c1ccccc1NC(=O)CCn1c(=S)oc2ccccc21,11,-10%,-3%,9%,-19%,-5%,-4%
CS(=O)(=O)c1nc(-c2ccc(F)cc2)cc(C(F)(F)F)n1,-99*,x,3%,1%,0%,6%,18%
COc1ccc(/C=N/n2c(=O)[nH]c3c([nH]c4ccc(Br)cc43)c2=O)cc1CN1CCOCC1,71,-32%,1%,3%,48%,-1%,19%
O=C(OCC(=O)c1c[nH]c2ccccc12)C1=COCCO1,33,2%,-11%,1%,-14%,-13%,-6%
COc1ccc(C2C(C(=O)N3CCCC3)CC(=O)N2c2ccc(OC)cc2)cc1 (stereo unspecified),33,-1%,-1%,-1%,39%,-5%,-9%
O=C(NCc1ccccc1Cl)C(=O)NCC1OCCN1S(=O)(=O)c1cccs1 (stereo unspecified),u,-3%,u,3%,-22%,-11%,7%
COc1ccccc1CNC(=O)C[C@@H]1C[C@H]2c3cc(NC(=O)c4ccc5c(c4)OCO5)ccc3O[C@H]2[C@@H](CO)O1,-11,x,-2%,x,x,x,22%
C=CCn1c(=NC(=O)C2CC2)sc2cc(NC(C)=O)ccc21,57,0%,2%,9%,5%,-5%,5%
COCCn1cnc2c1c(=O)n(CC(=O)OCC(=O)NCC(F)(F)F)c(=O)n2Cc1ccccc1,-3,-10%,-11%,-3%,-2%,-4%,-18%
CC(=O)C1CCCN(C(=O)c2ccc3oc(CCc4ccccc4)nc3c2)C1 (stereo unspecified),41,u,7%,-2%,68%[activator],u,-2%
CCOc1cc(N2CCOCC2)c(OCC)cc1NC(=O)c1cc(S(=O)(=O)N2CCOCC2)ccc1Cl,-29,-7%,-4%,x,3%,-12%,16%
COC(=O)c1c(SCc2cccc3ccccc23)nc(=O)[nH]c1C,-39,-1%,1%,1%,-2%,2%,1%
Nc1nc(N)nc(-c2ccc(Cl)cc2)n1,1,6%,5%,-7%,-15%,0%,-4%
COc1ccccc1NC(=O)Nc1nc(C(N)CCc2ccccc2)cs1 (stereo unspecified),16,x,-3%,x,x,x,92%[activator]
CCN(Cc1ccncc1)C(=O)c1ccc(C)o1,-3,-16%,2%,0%,-1%,2%,-15%
Cc1ccc2occ(C3N[C@H](C(=O)O)CS3)c(=O)c2c1 (stereo partly specified),9,6%,-8%,-1%,-45%,-12%,-10%
Cn1nnnc1SCCCNCc1cccc(OCc2ccccc2F)c1,-3,-1%,3%,x,x,1%,x
Cc1ccc([N+](=O)[O-])cc1S(=O)(=O)Nc1ccc(-c2ccc(N3CCOCC3)nn2)cc1,-14,0%,-7%,x,-38%,u,-3%
Cc1cc(C)c(NC(=O)c2cc(C)nc3c2c(C)nn3-c2cccc(F)c2)c(C)c1,22,8%,3%,x,x,13%,x
COc1cc2c(c(OC)c1OC)-c1ccc(OC)c(=O)cc1C(NC(C)=O)CC2 (stereo unspecified),-87*,-7%,1%,0%,-2%,-6%,6%
CCc1nc(SCC(=O)c2ccc3c(c2)OCCO3)c2ccccc2n1,u,-2%,-5%,2%,85%[activator],-2%,43%[activator]
COc1ccc(NC(=O)c2nn(C)c3c2CSc2ccc(C)cc2-3)cc1OC,-11,-6%,2%,x,x,-3%,x
CCNS(=O)(=O)c1ccc(OC)c(C)c1,36,4%,2%,-1%,-9%,-11%,6%
O=C(NCC(c1ccco1)N1CCCCC1)c1cc2c(s1)CCCC2 (stereo unspecified),25,-24%,2%,x,-15%,-8%,6%
COc1ccc(N2CC(C(=O)N3CCN(c4ccccc4OC)CC3)CC2=O)cc1 (stereo unspecified),-19,-8%,-5%,-3%,71%[activator],3%,-8%
CCOC(=O)CN1CC23C=CC(O2)C(C(=O)Nc2cc(OC)ccc2OC)C3C1=O (stereo unspecified),-10,-5%,-7%,-2%,-2%,-14%,-4%
O=C(O)c1ccc2oc(=O)n(Cc3ccccc3)c2c1,5,-1%,1%,x,x,11%,x
Cc1cc(C)cc(NC(=O)N2CCN(Cc3ccc4c(c3)OCO4)CC2)c1,3,3%,6%,1%,128%[activator],6%,-20%
CC1CCN(c2ccccc2NC(=S)NC(=O)c2cccs2)CC1,-12,3%,5%,6%,10µM*,-3%,61%[activator]
Cc1ccc(CNC(=O)c2cccc(OCc3c(C)noc3C)c2)cc1,-3,-1%,-2%,0%,-9%,-1%,1%
CCOC(=O)C1(c2ccccc2)CCN(CCC(=O)Nc2ccccc2OC)CC1,-25,-5%,-5%,3%,44%,0%,6%
CCN1C(=O)C(C(=O)Nc2ccc(OC)cc2)C2CC1(C)Oc1ccccc12 (stereo unspecified),19,3%,-2%,6%,u,1%,0%
Cc1ccc(/C=N/NC(=O)CSCc2ccc(Cl)cc2)cc1,-31,10%,-2%,1%,-5%,-4%,-4%

By substructure: the compounds so far with bromine (2)
smiles,HCMV antiviral,Sm TGR inh,TbPYK inhibitor,LmPK inh,AmpC no deterg,AmpC detergent,AMA1-RON2 inh
COc1ccc(Br)cc1CN(C)CC(=O)Nc1cc(Cl)ccc1Cl,u,6%,-4%,1%,-11%,-6%,14%
COc1ccc(/C=N/n2c(=O)[nH]c3c([nH]c4ccc(Br)cc43)c2=O)cc1CN1CCOCC1,71,-32%,1%,3%,48%,-1%,19%

Continued:
smiles,HCMV antiviral,Sm TGR inh,TbPYK inhibitor,LmPK inh,AmpC no deterg,AmpC detergent,AMA1-RON2 inh
Cc1c(C(=O)OCC(=O)N2CCN(c3ccccc3)CC2)oc2ccccc12,-21,x,-1%,x,-2%,x,-13%
COc1ccc(CNC(=O)CNC(C)c2ccc(F)cc2)cc1 (stereo unspecified),13,-3%,14%,-7%,-9%,-5%,-29%
COc1cccc(OC)c1OCCCCCc1c(C)n[nH]c1C,-19,1%,-2%,1%,38%,-2%,-1%
CC(C)(CNC(=O)c1ccc(NS(=O)(=O)c2ccc(Br)cc2)cc1)N1CCOCC1,-12,-6%,-21%,x,-25%,-16%,0%
O=C(c1cccc(Cl)c1)N1CCN(c2ccc(N3CCOCC3)nn2)CC1,-19,2%,-1%,x,-1%,-14%,1%
CC1=Nc2ccccc2/C1=C\c1sc(Nc2ccc(C)cc2)nc1O,-89*,-1%,-6%,2%,10%,u,-5%[11.6 µM]
c1ccc(OCCN2CCN(C(c3ccccc3)c3ccccc3)CC2)cc1,9,2%,0%,-5%,0%,-7%,-14%
O=C(CSC1CN(C(c2ccccc2)c2ccccc2)C1)N/N=C/c1ccccc1,-1,2%,3%,7%,-14%,7%,u
CC1CCCN(c2ccc(C(=O)NCc3ccccc3)cn2)C1 (stereo unspecified),-12,-9%,-1%,-5%,-30%,0%,0%
CC(C)CC(N)c1csc(Nc2ccc(S(C)(=O)=O)cc2)n1 (stereo unspecified),107,x,5%,x,x,x,92%[activator]
O=C(O)C1CCCCN1S(=O)(=O)c1ccc2ccccc2c1 (stereo unspecified),10,1%,x,-1%,-15%,u,7%
COc1ccccc1NC(=O)N1CCCC1C(=O)NC12CC3CC(CC(C3)C1)C2 (stereo unspecified),18,-21%,-1%,0%,-35%,-11%,-2%
CC[N+](C)(C)CC/C=C1/c2ccccc2Sc2ccc(Cl)cc21,11,-27%,1%,-3%,49%,1%,4%
CC(C)S(=O)(=O)c1csc(C(=O)NN)c1-n1cccc1,33,-4%,2%,10%,-4%,7%,10%
NS(=O)(=O)c1cccc(NC(=O)C(Cc2ccccc2)NC(=O)c2ccccc2)c1 (stereo unspecified),14,8%,7%,0%,-23%,u,-18%
CCOc1cc(/C=N/NC(=O)C2CC2)ccc1OC(C)C,-27,5%,4%,-3%,-2%,-3%,-1%
O=C(CN1C(=O)c2ccccc2S1(=O)=O)NCc1ccc2c(c1)OCO2,-11,-15%,1%,6%,-18%,-10%,-8%
O=C1c2ccccc2C(=O)N1CSc1ncccn1,-18,0%,-7%,-7%,-9%,-20%,5%
CCOc1cc(C(=S)N2CCOCC2)ccc1OS(=O)(=O)c1ccc(Br)cc1,-1,u,-7%,3%,34%,2%,-5%
c1ccc(-c2nc(NCc3ccco3)c3ccccc3n2)cc1,-68*,-3%,8%,-2%,-47%,2%,-3%
Cc1cccc(CN2CCN(CC(=O)Nc3c(C)cccc3C)S2(=O)=O)c1,0,-2%,-1%[15.4 µM],x,x,6%,x
CCOC(=O)C1=C(N)OC2=C(C(=O)CCC2)C1c1ccc(C)s1 (stereo unspecified),-9,-21%,2%,-2%,-8%,u,-2%
